ERp5 inh – inhibitors of ERp5-driven insulin aggregation, primary screen, biochemical, turbidity, absorbance 650 nm, single point; Protein disulfide-isomerase A6 (Homo sapiens), Q15084; 90 min; inhibition, % at 9.99 µM; actives 0.05% (n = 350,000); AID 651711, 2012;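 active means mean replicate inhibition above about 25%, with every replicate also reaching it, limit read from the data, passing the limit was not always enough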
DENV2 CPE rescue – inhibitors of DENV2 cytopathic effect, primary screen, cell-based, plate reader, single concentration. DENV2-infected cells, cytopathic effect rescue. CPE inhibition, % at 9.99 µM. actives 1.7% (n = 350,000). AID 651640, 2012; in the data active means CPE inhibition above about 20%, passing the limit was not always enough; tested in BHK-21 cells;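 further: 0% = median of neutral control wells and 100% = median of positive control wells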
SIRT5 block – SIRT5 desuccinylase inhibitors, primary screen, biochemical, fluorescence imaging, single point, set 5; Purified SirT5, succinyl-peptide AMC, trypsin-coupled fluorescence; inhibition, % at 15 µM; actives 1.1% (n = 330,000); AID 652115, 2013; in the data active means inhibition above about 15%
Target sequence (Q9NXA8 whole entry, looked up): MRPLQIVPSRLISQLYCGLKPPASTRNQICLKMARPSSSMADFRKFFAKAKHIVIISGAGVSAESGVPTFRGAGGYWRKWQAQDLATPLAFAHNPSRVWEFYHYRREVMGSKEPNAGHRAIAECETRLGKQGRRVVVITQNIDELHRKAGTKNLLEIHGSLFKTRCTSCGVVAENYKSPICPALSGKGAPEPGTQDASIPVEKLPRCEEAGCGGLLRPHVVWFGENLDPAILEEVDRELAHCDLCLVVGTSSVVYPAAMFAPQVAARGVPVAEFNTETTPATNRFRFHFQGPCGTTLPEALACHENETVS
S100A4 MyoIIA – inhibitors of S100A4-myosin IIA peptide binding, primary screen, biochemical, fluorescence polarization, TAMRA-MyoIIA peptide; actives 0.14% (n = 360,000); Protein S100-A4 (Homo sapiens), P26447; AID 652163, 2013; inhibition, % at 10.7 µM;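 active means mean inhibition of at least 70% across replicates, with every replicate also reaching that level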
Target sequence (P26447 whole entry, looked up): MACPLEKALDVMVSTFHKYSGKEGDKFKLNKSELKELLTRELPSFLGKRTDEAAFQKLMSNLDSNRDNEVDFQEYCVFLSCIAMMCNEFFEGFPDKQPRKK
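Assay system: human S100A4 monomer with TAMRA-labelled myosin IIA peptide / Buffer or medium: Calcium-containing HEPES buffer, pH 7.2 / Reagent: TAMRA-labelled myosin IIA heavy-chain peptide probe, 5 nM / Compound: one dose per compound / Timing: polarization read 5 min after assay mix addition, stable 5–60 min / Benchmarks: neutral control DMSO, positive control TFP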
PglD inh – C. jejuni PglD acetyltransferase inhibitors, primary screen, biochemical, DTNB colorimetric, single point | UDP-N-acetylbacillosamine N-acetyltransferase PglD (Campylobacter jejuni) | actives 0.098% (n = 360,000) | inhibition, % at 12.5 µM | purified PglD enzyme, DTNB colorimetric CoA detection | AID 602405, 2012; in the data active means inhibition above about 16%, passing the limit was not always enough; further: strong numbers were not always called active
E-sel inducer – E-selectin induction in HUVECs, primary screen, imaging, HUVEC, immunofluorescence imaging, single point; P16581; normalized: neutral wells 0, TNF-alpha wells 100; activation, % at 7.58 µM; actives 0.37% (n = 260,000);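 active means mean E-selectin-positive cell signal at least 10% of the positive control, reached in at least 60% of replicates, without over 20% cell loss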;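 further: in these data hits start at about 27%; measured in HUVEC primary endothelial cells; signal is the percent of cells scored E-selectin positive by PE staining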
Target sequence (P16581 whole entry, looked up): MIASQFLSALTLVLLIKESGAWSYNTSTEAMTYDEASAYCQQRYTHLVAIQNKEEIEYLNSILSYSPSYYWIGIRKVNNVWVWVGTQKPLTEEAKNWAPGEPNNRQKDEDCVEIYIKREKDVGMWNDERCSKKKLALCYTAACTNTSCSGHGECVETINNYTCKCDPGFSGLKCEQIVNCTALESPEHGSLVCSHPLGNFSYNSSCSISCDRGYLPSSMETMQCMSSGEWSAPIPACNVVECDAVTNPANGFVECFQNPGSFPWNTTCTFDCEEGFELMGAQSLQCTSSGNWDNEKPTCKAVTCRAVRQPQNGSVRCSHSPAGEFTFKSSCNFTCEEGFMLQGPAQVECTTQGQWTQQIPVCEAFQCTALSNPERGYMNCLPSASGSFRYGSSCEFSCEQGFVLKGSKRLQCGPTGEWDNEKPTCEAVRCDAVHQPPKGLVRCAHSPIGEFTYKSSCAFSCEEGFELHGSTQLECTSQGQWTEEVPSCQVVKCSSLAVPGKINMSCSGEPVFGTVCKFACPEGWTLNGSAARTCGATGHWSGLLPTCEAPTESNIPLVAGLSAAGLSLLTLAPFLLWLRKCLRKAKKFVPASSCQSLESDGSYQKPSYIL
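material = human umbilical vein endothelial cells (HUVEC), E-selectin induction | quantity = 3,000 cells/well | medium = EGM-2 growth medium on 0.1% gelatin-coated wells | technique = immunofluorescence imaging | read-out basis = % PE-positive cells | control set = TNF-alpha positive control, DMSO neutral control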
Statin myotox sup – suppressors of statin myotoxicity in C2C12 myotubes, primary screen, cell-based, single point, plate reader | C2C12 myotubes + simvastatin, ATP luminescence, 48 h; scaled: DMSO 0, geranylgeraniol control 100 | rescue of ATP level, % at 7.49 µM | actives 0.78% (n = 330,000) | AID 602340, 2012;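 active means mean ATP rescue above about 67%, or every replicate alone reaching that limit, limit read from the data, passing the limit was not always enough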;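 further: myotubes were challenged with 10 µM simvastatin during compound exposure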
* = called active by the depositor; . = not tested or not shown; & = joins results of further samples.

SMILES | ERp5 inh | DENV2 CPE rescue | SIRT5 block | S100A4 MyoIIA | PglD inh | E-sel inducer | Statin myotox sup
CC(Sc1nc(N2CCOCC2)c2c(c1C#N)CC(C)(C)OC2)C(=O)Nc1ccccc1 (stereo not drawn) | -9.3 | . | -1.9 | 1.8 | -0.4 | -1.0 | -5.8
CN(C(=O)c1ccc(C#N)cc1)c1nnc(-c2cnccn2)s1 | 2.4 | 9.4 | 13.6 | 0.9 | 0.9 | -0.2 | 17.8
Cn1c(Cl)cnc1C(O)(c1ccccc1)c1ccccc1 | 3.1 | 1.0 | -1.8 | -8.7 | . | . | .
Cc1ccc(S(=O)(=O)Nc2ccc3c(c2)CC(=O)N([C@@H](C)CO)C[C@@H](C)[C@@H](CN(C)Cc2ccc(Oc4ccccc4)cc2)O3)cc1 | 1.6 | 9.5 | 18.1* | 2.2 | -2.1 | -0.5 | 14.2
COc1cccc(-n2c(SCc3ccccn3)nc3c(c2=O)SCC3)c1 | 1.8 | -4.8 | -0.2 | -4.0 | . | 7.8 | .
CCCCN1CC(=O)N2[C@H]3c4cc(Cl)ccc4OC[C@@H]3[C@H](C(=O)OCC)[C@]2(C)C1=O | 5.3 | -3.4 | . | -1.6 | 4.0 | -0.2 | -4.3
CC(OC(=O)C1=COCCO1)C(=O)NC1CCCC(C)C1C (stereo not drawn) | 0.1 | -6.6 | . | -0.1 | 3.1 | . | 4.7
COc1cccc(CNc2ccc([N+](=O)[O-])cc2Cl)c1O | -3.7 | 2.2 | -5.1 | 0.8 | . | . | .
CCC(=O)N1C[C@H](C)[C@@H](OC)CN(C)C(=O)c2ccc(NC(=O)Nc3ccccc3)cc2OC[C@@H]1C | -0.3 | 4.2 | 6.2 | -2.6 | 1.8 | 0.0 | 3.7
CCNC(=O)C[C@@H]1CC[C@H]2[C@@H](COc3ccc(NC(=O)Cc4cccs4)cc3C(=O)N2C)O1 | -0.5 | -0.2 | 0.0 | -16.3 | 2.2 | 0.1 | -5.2
Cc1ccc2nc(N/C(=N/S(=O)(=O)c3cccs3)c3ccccc3Cl)sc2c1 | -9.2 | . | 4.7 | -2.5 | -1.9 | 7.5 | 7.6
C[C@H]1CN([C@@H](C)CO)C(=O)c2c(c3ccccc3n2C)-c2ccccc2CO[C@H]1CN(C)S(=O)(=O)c1cn(C)cn1 | 3.5 | -0.6 | 1.5 | 9.3 | -0.4 | 0.0 | 7.8
O=c1[nH]c(COc2ccc(Cl)cc2Br)nc2ccccc12 | 11.5 | -2.0 | -2.8 | -1.2 | -4.1 | . | .
NS(=O)(=O)c1ccc(CNC(=O)CSc2ccccc2)cc1 | -3.5 | -10.1 | -4.9 | -2.8 | 0.3 | . | -3.6
CC(C)(C)c1ccc(C(=O)C2CC2)cc1 | 6.5 | 10.9 | . | -0.5 | -2.8 | -0.1 | 1.8

An excerpt from above in order of count of non-hydrogen atoms, descending.
SMILES | ERp5 inh | DENV2 CPE rescue | SIRT5 block | S100A4 MyoIIA | PglD inh | E-sel inducer | Statin myotox sup
Cc1ccc(S(=O)(=O)Nc2ccc3c(c2)CC(=O)N([C@@H](C)CO)C[C@@H](C)[C@@H](CN(C)Cc2ccc(Oc4ccccc4)cc2)O3)cc1 | 1.6 | 9.5 | 18.1* | 2.2 | -2.1 | -0.5 | 14.2
CC(Sc1nc(N2CCOCC2)c2c(c1C#N)CC(C)(C)OC2)C(=O)Nc1ccccc1 (stereo not drawn) | -9.3 | . | -1.9 | 1.8 | -0.4 | -1.0 | -5.8
COc1cccc(-n2c(SCc3ccccn3)nc3c(c2=O)SCC3)c1 | 1.8 | -4.8 | -0.2 | -4.0 | . | 7.8 | .
O=c1[nH]c(COc2ccc(Cl)cc2Br)nc2ccccc12 | 11.5 | -2.0 | -2.8 | -1.2 | -4.1 | . | .

Remaining list, next part.
SMILES | ERp5 inh | DENV2 CPE rescue | SIRT5 block | S100A4 MyoIIA | PglD inh | E-sel inducer | Statin myotox sup
CCC(=O)N1c2ccccc2C(N(C(=O)CC)c2ccccc2)CC1C (stereo not drawn) | 0.2 | 3.2 | 2.0 | 5.0 | 3.0 | . | 17.1
C[C@H](CO)N1C[C@H](C)[C@@H](CN(C)S(=O)(=O)c2ccccc2)Oc2ccc(NC(=O)C3CC3)cc2CC1=O | 2.6 | 5.3 | -1.1 | 15.1 | -0.2 | . | -13.5
O=C(C[C@H]1CC[C@H]2[C@@H](COC[C@H](O)CN2Cc2ccc(F)cc2)O1)N1CCc2ccccc2C1 | -0.8 | 19.9 | 1.7 | 4.7 | 8.7 | 0.0 | 13.7
COC(=O)c1cc(-c2cc(OC)ccc2OC)nc2c1c(=O)n(C)c(=O)n2Cc1ccccc1 | 4.9 | 8.3 | -7.2 | 0.0 | . | . | 7.7
C[C@@H]1CN([C@H](C)CO)C(=O)c2cc(NC(=O)CCCN(C)C)ccc2O[C@@H]1CN(C)S(C)(=O)=O | 2.1 | 0.6 | 9.3 | -4.3 | -9.1 | 7.7 | 14.4
COc1cc(C=NNC(=O)c2ccccc2-n2cccc2)ccc1O | 3.6 | -3.9 | 4.3 | -3.5 | -7.7 | 0.1 | 1.3
CCC(C(=O)c1ccccc1)P(=O)(NN)c1ccccc1 (stereo not drawn) | 3.4 | -4.7 | -0.8 | -20.8 | 8.3 | . | .
N#Cc1ccccc1S(=O)(=O)N1CCN(C(=O)CN2CCCC2c2cccs2)CC1 (stereo not drawn) | 7.0 | 15.8 | -2.7 | -3.8 | 0.9 | . | -11.2
CC(C)(C)c1cc(OS(C)(=O)=O)ccc1O | 4.4 | -5.8 | -0.3 | -26.6 | 1.6 | . | -3.5
CCN(CC)CC(=O)NC1CCCc2c1cnn2-c1cc(F)cc(F)c1 (stereo not drawn) | -4.6 | 2.2 | 1.6 | 1.9 | 1.1 | . | -2.2
COc1ccccc1S(=O)(=O)N[C@@H]1CC[C@H](CC(=O)NCc2cc(F)cc(F)c2)O[C@H]1CO | 5.3 | 1.9 | 8.2 | 15.2 | . | 0.3 | .
COc1ccc(NS(=O)(=O)c2cccc(C(=O)N/N=C/c3c(F)c(F)c(F)c(F)c3F)c2)cc1 | -0.5 | -5.5 | -6.8 | -0.9 | -1.5 | . | -4.8
O=C(COC(=O)c1cccnc1Cl)c1ccc(F)cc1 | 0.1 | 5.4 | -2.0 | 5.2 | . | . | .
CCCOc1cc(NCc2ccccc2)c2ncn(C(C)C)c2c1 | 7.1 | . | . | 1.0 | 0.2 | -0.1 | 20.8
O=C(NC1CCCC1)c1cc2ccccc2o1 | 8.3 | -4.0 | -1.0 | 0.9 | . | -0.3 | .
C/C(=N\NC(=O)c1ccccc1)c1ccc(-n2ccnc2)cc1 | 4.3 | 2.7 | -0.5 | -5.5 | . | . | .
C[C@@H]1CCCCO[C@H](CN(C)C(=O)Nc2ccc(C(F)(F)F)cc2)[C@H](C)CN([C@H](C)CO)C(=O)c2cc(NC(=O)Nc3ccccc3)ccc2O1 | -1.8 | -0.5 | 6.1 | 2.4 | 1.1 | 0.4 | .
O=C(CC1CC1)N1CC(=O)N2[C@H](CO)[C@@H](c3ccc(/C=C/c4ccccc4)cc3)[C@H]2C1 | -0.6 | -6.4 | 1.4 | -1.7 | . | -0.2 | .
CCOc1ccccc1C(=O)NCC(=O)NCCc1ccc(S(N)(=O)=O)cc1 | 3.8 | -6.7 | -5.7 | -2.9 | 0.2 | -10.6 | 2.7
CC(=O)Nc1ccc(OCC(=O)N2CCc3ccccc3C2)cc1 | 1.2 | 6.3 | -2.7 | -3.4 | 6.9 | -0.1 | 5.5
CCC1Nc2ncnc(N3CCN(c4ccccc4)CC3)c2N(Cc2ccc(Cl)cc2)C1=O (stereo not drawn) | 3.5 | -2.4 | -3.7 | -1.2 | 3.2 | 0.0 | 15.1
COc1ccc(C2(O)CCN(CC(=O)Nc3nccs3)CC2)c(OC)c1 | 4.3 | 7.9 | 0.8 | -4.0 | -1.4 | . | 5.0
C/C=C/c1cc(OC)c2c(c1)[C@H](C)[C@@H](c1ccc(O)c(OC)c1)O2 | -0.2 | -5.9 | -2.0 | -1.0 | -3.3 | . | 6.2
Cc1ccc(N2CC(c3nc4ccccc4[nH]3)CC2=O)c(C)c1 (stereo not drawn) | -1.7 | 0.6 | 0.4 | -2.6 | -1.1 | 0.0 | -11.8
CCCOCC(O)CCc1n[nH]c(=S)n1-c1ccccc1 (stereo not drawn) | -0.2 | -4.4 | -5.1 | -7.1 | . | . | 5.8
O=C(C[C@H]1CC[C@@H](NC(=O)c2cnccn2)[C@@H](CO)O1)NCc1ccccc1F | 0.3 | 0.6 | 3.6 | 15.9 | 5.6 | 0.9 | -9.0
Cc1ccc(S(=O)(=O)CC(=O)NC(C)c2ccccc2)cc1 (stereo not drawn) | 2.2 | -3.3 | 5.4 | 3.1 | 1.1 | 0.5 | .
COc1ccc(CC(=O)N/N=C(\C)CC(=O)Nc2ccc3c(c2)OCCO3)cc1 | 0.8 | 15.3 | -0.9 | -5.3 | 3.8 | . | 11.6
COc1ccc(NC(=O)Nc2cccc3c2O[C@@H](CN(C)S(=O)(=O)c2cn(C)cn2)[C@@H](C)CN([C@H](C)CO)C3=O)cc1 | 4.1&-4.7 | 2.0&5.9 | -1.2&-3.6 | 4.8&0.1 | 1.5&-3.0 | -0.1 | -2.6
CS(=O)(=O)c1ccc(C(=O)Nc2cccc(-c3nc4ccccc4[nH]3)c2)cc1 | 4.9 | -0.2 | 0.9 | -2.8 | 4.8 | . | -24.9
COc1ccc(N2CCN(C(=O)CNS(=O)(=O)c3ccc(Br)s3)CC2)cc1 | 1.7 | 1.2 | -0.5 | -2.7 | -5.1 | . | 4.5
CCOc1ccc(OCCC(=O)N(CC)CC(=O)NCc2ccc(Cl)cc2)cc1 | 6.1 | -1.3 | -2.3 | -3.8 | . | 1.8 | .
O=C1CSC(=Nc2ccccc2[N+](=O)[O-])N1 | 0.4 | 14.7 | -2.7 | 3.1 | . | 6.8 | .
Cc1cc(C)cc(-n2c(C)cc(/C=N/NC(=O)c3ccncc3)c2C)c1 | 2.2 | 9.6 | 5.9 | -0.4 | -0.9 | -3.3 | -17.3
CCCCOC(=O)c1ccc(NC(=O)C(=O)NCCN(C)C)cc1 | 1.0 | 0.5 | -6.6 | -10.9 | 0.4 | . | 11.6
CN1CCN(C(=O)NCC23CC4CC(CC(C4)C2)C3)CC1 | 5.5 | -0.3 | 0.0 | -3.0 | . | 2.5 | .
CN(CCOc1ccccc1)Cc1nc2cc(Cl)ccc2c(=O)[nH]1 | 0.2 | 8.1 | -1.1 | -3.1 | . | 2.1 | .
O=C(Nc1ccccc1)c1snc2c(=O)[nH]cnc12 | -2.6 | -4.4 | 3.0 | -2.2 | . | -0.2 | .
COCC(=O)N(C)C[C@@H]1Oc2cc(C#Cc3cccnc3)ccc2S(=O)(=O)N([C@@H](C)CO)C[C@H]1C | -2.5 | 2.1 | 2.8 | 7.1 | -4.5 | 0.0 | 11.3
Cc1ccccc1N=C1c2ccccc2C(=O)C1[N+](=O)[O-] (stereo not drawn) | 1.1 | -5.5 | 3.0 | 4.5 | -1.7 | . | 3.4
C[C@H]1CN([C@@H](C)CO)C(=O)Cc2cc(NC(=O)Cc3cn(C)c4ccccc34)ccc2O[C@@H]1CN(C)Cc1ccc(C(=O)Nc2ccccc2N)cc1 | 2.0 | 4.7 | -1.0 | -2.6 | 1.7 | . | 3.7
CC(C)CN(C(=O)c1cccc(F)c1)c1c(N)n(CC(C)C)c(=O)[nH]c1=O | 0.0 | -3.0 | -2.5 | -0.4 | 4.1 | . | -1.6
C[C@@H](NC(=O)C[C@@H]1C=C[C@@H](NC(=O)C2CC2)[C@H](CO)O1)c1ccccc1 | 6.6 | -4.9 | -7.5 | 0.0 | -2.2 | 0.0 | -2.0

Screens from PubChem.

This is a subset. The share of hits here may be higher or lower than overall.
